# ABHD4 inh: ABHD4 (mouse) inhibition, primary FP screen. purified mABHD4, FP-Rh probe fluorescence polarization. inhibition, % at 8.92 µM. 370,000 compounds, 0.54% hits;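 active = inhibition exceeding the mean over every tested compound plus 3 SD, cut at about 30% in these data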;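 also: 0% = plate median of compound wells and 100% = S159A mutant with DMSO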
# Target sequence (Q8VD66 whole entry, looked up): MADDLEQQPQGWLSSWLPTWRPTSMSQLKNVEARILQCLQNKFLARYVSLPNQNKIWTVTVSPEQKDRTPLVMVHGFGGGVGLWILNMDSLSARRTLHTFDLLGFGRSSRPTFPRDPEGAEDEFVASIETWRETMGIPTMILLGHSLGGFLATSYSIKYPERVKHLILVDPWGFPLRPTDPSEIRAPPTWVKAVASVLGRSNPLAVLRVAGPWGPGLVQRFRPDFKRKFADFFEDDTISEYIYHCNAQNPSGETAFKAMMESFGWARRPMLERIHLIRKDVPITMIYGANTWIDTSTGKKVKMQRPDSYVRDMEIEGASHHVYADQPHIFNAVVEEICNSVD
#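 assay system = mABHD4 protein | compound dosing = single nominal dose of 8.92 µM, 0.89% DMSO final | read-out basis = percent inhibition of probe binding, normalized to plate controls | schedule = Enzyme–compound pre-incubation 45 min, then probe 60 min, both 25 °C | detection = fluorescence polarization, excitation 525 nm, emission 598 nm, BODIPY TMR filters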
# HTRA1 inhibitor: blocks human HTRA1 serine peptidase. Q92743. inhibition, % at 5.96 µM. recombinant HTRA1, FP-rhodamine activity-based probe, fluorescence polarization. 340,000 compounds, 0.5% hits; in the data active = inhibition above about 36%;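 also: 0% = enzyme with DMSO and 100% = wells lacking enzyme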
# Target sequence (Q92743 whole entry, looked up): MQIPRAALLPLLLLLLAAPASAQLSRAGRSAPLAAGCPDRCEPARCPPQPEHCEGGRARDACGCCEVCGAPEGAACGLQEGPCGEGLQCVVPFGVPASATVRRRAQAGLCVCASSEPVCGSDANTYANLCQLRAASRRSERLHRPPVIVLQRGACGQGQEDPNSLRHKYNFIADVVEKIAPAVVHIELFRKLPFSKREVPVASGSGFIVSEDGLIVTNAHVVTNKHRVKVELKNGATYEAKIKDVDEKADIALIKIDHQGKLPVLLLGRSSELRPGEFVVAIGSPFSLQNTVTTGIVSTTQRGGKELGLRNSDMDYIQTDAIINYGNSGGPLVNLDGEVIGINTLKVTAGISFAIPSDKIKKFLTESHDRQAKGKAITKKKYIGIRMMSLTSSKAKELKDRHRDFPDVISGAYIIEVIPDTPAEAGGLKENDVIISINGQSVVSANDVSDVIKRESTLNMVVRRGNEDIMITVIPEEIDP
# TCR-CD3 inh: human TCR-CD3 binding inhibition; TAMRA-labeled TCR probe fluorescence, biochemical; inhibition, % at 9.4 µM; 360,000 compounds, 0.37% hits; in the data active = inhibition above about 19%;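 also: recombinant mutant TCR 2C K166C tagged with TAMRA read by polarization; 0% = receptor in buffer alone and 100% = receptor with positive control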
# DDE Tn7 FP inh: disrupts Tn7 cyclic peptide binding to fibrin D-Dimer-E complex; P02675; FP displacement of FITC-Tn7 peptide from fibrin DD(E); 0% = median of compound wells per plate; inhibition, % at 8.3 µM; 370,000 compounds, 0.13% hits; AID 720508;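 active = inhibition above the mean of compounds falling within the control limits plus 3 SD of them, cut at about 14% in these data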;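 also: 0% = plate median of compound wells and 100% = 10 µM Aha-Tn7 peptide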
#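 Assay system: Fibrin-DD(E) protein isolated from polymerized human fibrin clots; read-out basis: percent inhibition; medium: Tris/NaCl/CaCl2 buffer, pH 7.8; signal: FP measurement; incubation: 10 min plus 3 h, room temperature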
# UHRF1 MBD2 ctr: blocks human UHRF1 binding to methylated DNA. Q96T88. UHRF1 binding to methylated oligo, TR-FRET. inhibition, % at 4.4 µM. 370,000 compounds, 0.75% hits; in the data active = inhibition above about 21%;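 also: UHRF1 SRA domain binding a hemimethylated CpG hairpin DNA probe; 0% = median of test compound wells and 100% = reference inhibitor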
# SIAE inh: human SIAE inhibition, primary screen. Q9HAT2. AID 1053197. SIAE FP-Rh probe binding, fluorescence polarization. inhibition, % at 9.66 µM. 370,000 compounds, 0.69% hits;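 active = inhibition above a cutoff: mean of compounds within the control limits plus 3 SD of those, cut at about 17% in these data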;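 also: 0% = plate median of compound wells and 100% = probe without SIAE protein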
# PRMT1 FP inh: PRMT1 (human) inhibition, primary screen. recombinant PRMT1, activity-based probe fluorescence polarization. AID 652257. 370,000 compounds, 1.3% hits. inhibition, % at 2.79 µM. Q99873;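 active = inhibition above about 21% made by adding two undisclosed values, limit read from the data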
# LEDGF integ inh: blocks HIV-1 LEDGF/p75-dependent DNA integration | TR-FRET IN-LEDGF/p75 DNA integration, Eu/Cy5 | inhibition, % at 3.7 µM | 370,000 compounds, 0.64% hits | AID 743269;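 active = inhibition above the screen-wide mean plus 3 SD, cut at about 13% in these data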;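 also: signal is the Cy5 over europium emission ratio at 671 and 618 nm; 0% = plate median of compound wells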
# PG9 Ab binder: small molecules binding HIV-1 gp120 antibody PG9; TR-FRET gp120-PG9 antibody binding; 360,000 compounds, 0.43% hits; inhibition, % at 6.7 µM; in the data active = inhibition above about 8.5%
# TDP2 absorb: blocks human TDP2 phosphodiesterase activity. O95551. recombinant TDP2, T5PNP hydrolysis, p-nitrophenol absorbance 415 nm. inhibition, % at 12.8 µM. 370,000 compounds, 0.34% hits. AID 720702;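 active = inhibition above the mean of all tested compounds plus 3 SD, set per campaign, cut at about 25% in these data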;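 also: 0% = DMSO with enzyme and 100% = buffer with substrate but no TDP2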
#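 Evaluation: % inhibition relative to enzyme-containing and enzyme-free wells. Material: recombinant human TDP2. Benchmarks: enzyme-free and DMSO wells. Timing: enzyme reaction with compound for 2 h at 37 °C. Compound dosing: 12.8 µM only. Measured by: p-Nitrophenol epi absorbance. Reagent: T5PNP substrate at 5 mM, a TopII-DNA adduct mimic. Replication: single well per compound.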
# * hit, by the source's call; · = not tested or not shown.
SMILES	ABHD4 inh	HTRA1 inhibitor	TCR-CD3 inh	DDE Tn7 FP inh	UHRF1 MBD2 ctr	SIAE inh	PRMT1 FP inh	LEDGF integ inh	PG9 Ab binder	TDP2 absorb
CCC(=O)Nc1ccc(NC(=O)/C=C/c2ccc(Cl)cc2)cc1	-3	-3	1	-3	2	-4	0	-2	0.6	-4
COc1ccc(S(=O)(=O)N2CCC[C@@H]2C(=O)N2CCC[C@H]2C(=O)NCc2ccncc2)cc1C	-4	·	-7	1	-3	3	5	2	-1.6	6
O=C1CSC(c2cccnc2)N1c1ccccc1 (stereo not given)	-3	7	6	-3	-1	-1	-2	1	0.4	4
CC(=O)Nc1ccc(N/C=C/C(=O)c2ccccc2)cc1	5	-1	5	2	-1	3	-3	3	-1.8	-9
CC(=O)Oc1c2occc2cc2ccc(=O)oc12	14	14	0	3	-1	20*	2	-1	-1.3	1
O=C1CCCc2nn(-c3ccccc3)nc21	0	2	7	-6	-1	-3	-1	5	1.8	9
O=C1CC2(CCN(C(=O)c3ccccc3[N+](=O)[O-])CC2)Oc2ccccc21	4	-3	1	1	-3	-3	-3	4	0.0	8
Cc1cccc(NS(=O)(=O)c2ccc(C(=O)N3CCN(c4ccccc4O)CC3)cc2)c1C	1	-8	4	6	-3	8	-2	1	0.9	6
O=C(O)c1c[nH]c2nccnc12	6	8	7	2	0	5	-2	-4	-1.9	1
CCCCCCNC(=O)C1CSCCS(=O)(=O)N1Cc1ccc(OC)cc1 (stereo not given)	2	·	·	-4	-5	0	-2	0	·	2
CC(C)=CCN1CCN(Cc2cccc3nonc23)CC1CCO (stereo not given)	-3	·	1	-1	2	7	-2	4	-1.1	2
O=[N+]([O-])c1ccc(C[n+]2cccc3ccccc32)cc1	-2	-2	3	-13	0	2	-5	3	-2.4	-9
O=C(CSc1nnc(-c2ccc(F)cc2)c2ccccc12)Nc1ccccc1	-7	-41	0	-7	4	-2	3	-1	-0.2	7
O=C(Cn1cc(C(F)(F)F)ccc1=O)Nc1cccc(S(=O)(=O)N2CCOCC2)c1	0	-8	0	4	12	-9	1	2	0.5	-3
O=C(CN1C(=O)NC2(CCc3ccccc32)C1=O)Nc1ccc(Cl)cc1F (stereo not given)	-2	3	0	8	1	-10	-1	-2	1.0	-3
C[C@H](O)[C@@H]1CN2CCc3c([nH]c4ccccc34)[C@@H]2C[C@@H]1N(C)C(=O)NC1CCCCC1	8	5	7	1	-1	2	1	-1	-3.6	-1
O=C(Nc1nccs1)C1CCCN1/C=C/C(=O)C(F)(F)F (stereo not given)	3	1	-1	-1	-2	0	0	2	-0.2	1
CC(=NNC(=S)N1CC2CCC(CC2)C1)c1ccncn1	7	21	-5	-1	-6	3	27*	-3	-0.3	3
CC(=O)Nc1ccc2nc(SCC(=O)O)sc2c1	4	-1	-3	-2	2	-9	2	0	0.6	21
CC(C)Nc1ncnc2c1ncn2[C@H]1CN(Cc2ccncc2)C[C@@H](CO)O1	-2	·	6	-4	2	-7	-1	4	0.5	0
Cc1ccc(NS(=O)(=O)c2ccc3c(c2)NC(=O)CO3)cc1Cl	25	-12	-7	0	2	1	0	2	0.0	7
Cc1ccc(N=C2NC(=O)/C(=C/c3cccn3C)S2)cc1C	-1	·	-2	1	0	-2	-1	1	-0.6	2
CCOC(=O)C1=CC[C@@H](c2ccccc2)N(S(=O)(=O)c2ccc(C)cc2)[C@H]1C=C(C)C	-5	·	5	6	1	1	1	0	-0.9	5
CC(C)c1[nH]nc2c1C(c1cccc(C(F)(F)F)c1)NC2=O (stereo not given)	8	·	3	-4	-1	-1	3	-3	1.4	1
CN(C)CCn1c(=O)n(Cc2ccco2)c(=O)c2c3c(sc21)CCCCC3	-5	-1	5	-2	-2	2	-1	4	-0.8	-3
CCN(CC(=O)Nc1c(F)cccc1F)C(=O)c1ccc(S(=O)(=O)N2CCCCC2)cc1	2	2	-5	5	2	-4	-1	-8	1.6	3
Cc1nn(CC#N)c(=O)n1-c1ccc(F)cc1	8	1	8	-2	1	6	0	-2	0.7	13
Cc1ccc(S(=O)(=O)N(C)CC(=O)OCC(=O)N2CC(=O)Nc3ccccc32)cc1	4	-5	2	9	-2	0	-2	2	1.8	3
O=C(NCc1ccccc1Cl)c1cnc2n(c1=O)CCS2	1	5	7	0	1	4	-4	6	-1.0	9
Cc1onc(-c2ccccc2Cl)c1C(=O)OCC(=O)c1ccc[nH]1	-4	-5	-5	-2	2	-2	5	-7	-1.4	-4
Cc1cc(OCc2cc(C(=O)N(C)CCCN3CCOCC3)no2)cc(C)c1Cl	1	-4	-8	2	3	-3	3	-1	-0.5	4
CC(OC(=O)CN1C(=O)COc2ccccc21)C(=O)NCc1ccc(F)cc1 (stereo not given)	0	2	-8	-3	3	-1	-2	0	1.9	-13
CN(C)CCCN(Cc1ccccc1)C(=S)Nc1ccc(F)c(Cl)c1	1	3	6	-4	-3	3	-2	7	1.1	-3
C=CCn1c(CC#N)nnc1N1CCOCC1	4	-4	8	5	-2	6	-1	-1	1.7	9
O=C(CN1CCCc2ccccc21)Nc1cccc(S(=O)(=O)N2CCOCC2)c1	-1	-1	-9	-5	1	-5	10	-2	-0.6	1
CCCCn1c(N)c(N(CCC(C)C)C(=O)CC2CCCC2)c(=O)[nH]c1=O	-4	0	2	-1	-3	-4	-6	4	1.5	-3
COc1ccc(Cc2nc3ccc(C(=O)NCc4cc(C)no4)cc3o2)cc1	-3	-8	-4	-4	2	-4	1	-2	-0.4	-13
C/C(=N/NC(=O)c1ccncc1)c1cc2ccc(O)cc2oc1=O	3	5	7	13	-27	3	6	-3	-1.1	-17
CCn1c(=O)c(-c2cc(=O)[nH][nH]2)c(O)c2ccccc21	15	12	12	0	-1	-1	7	-5	-2.0	-8
COc1ccc(C=Nc2cccc3ncccc23)cc1	4	2	-2	5	-4	2	0	-4	1.1	0

# Some of these compounds in order of their number in SIAE inh, highest first:
smiles	HTRA1 inhibitor	TCR-CD3 inh	DDE Tn7 FP inh	UHRF1 MBD2 ctr	SIAE inh	PRMT1 FP inh	LEDGF integ inh	PG9 Ab binder	TDP2 absorb
O=C(NCc1ccccc1Cl)c1cnc2n(c1=O)CCS2	5	7	0	1	4	-4	6	-1.0	9
CCOC(=O)C1=CC[C@@H](c2ccccc2)N(S(=O)(=O)c2ccc(C)cc2)[C@H]1C=C(C)C	·	5	6	1	1	1	0	-0.9	5
Cc1ccc(S(=O)(=O)N(C)CC(=O)OCC(=O)N2CC(=O)Nc3ccccc32)cc1	-5	2	9	-2	0	-2	2	1.8	3

# Remaining list, next part:
SMILES	ABHD4 inh	HTRA1 inhibitor	TCR-CD3 inh	DDE Tn7 FP inh	UHRF1 MBD2 ctr	SIAE inh	PRMT1 FP inh	LEDGF integ inh	PG9 Ab binder	TDP2 absorb
COc1cccc(OC)c1OCCCOc1cccc2cccnc12	10	1	0	-2	1	-9	2	1	-1.5	-2
O=S1(=O)CC(N2CC=CC2)CN1Cc1ccccc1 (stereo not given)	3	·	-5	0	-2	5	5	-5	-1.6	1
Clc1ccc2nc(CSc3nnc4ccccn34)cn2c1	0	-3	-10	-2	1	4	-1	4	-1.3	12
COc1cccc(N2CCN(C(=O)c3cccc(NC(=O)C4=C(C)OCCS4)c3)CC2)c1	4	-4	-2	2	1	6	3	-3	-1.0	-4
O=C(Nc1ccc(Oc2ccccc2)nc1)C1CCN(Cc2cccc(F)c2)CC1	6	-4	-5	-6	0	-1	3	-1	-0.3	5
CC(C)CN(C(=O)CSc1nnc2ccccn12)c1c(N)n(CC(C)C)c(=O)[nH]c1=O	2	-4	8	1	2	-9	2	0	0.2	-7
COc1cc2c(C(=O)NCCCN3CCN(c4cccc(Cl)c4)CC3)cn(C)c(=O)c2cc1OC	10	-7	4	-3	-3	-1	-1	0	-0.5	-3
CC(=O)Nc1cccc(NC(=O)c2ccc3c(c2)CCN3S(C)(=O)=O)c1	-5	-2	-3	2	0	-4	1	-2	-1.9	-1
COc1ccccc1NC(=S)N(Cc1ccc(C)cc1)Cc1ccccn1	-2	5	6	0	3	2	0	-1	0.5	-8
COc1cc(C2NC(=O)NC(C)=C2C(C)=O)ccc1O (stereo not given)	3	4	6	0	-2	12	3	-2	0.7	5
O=C(Nc1ccc(-n2cc(Br)cn2)cc1)c1ccncc1	-3	-2	1	9	-3	-6	-2	-4	-1.3	3
O=C1CCC(Cc2ccccc2)N1 (stereo not given)	3	3	0	2	3	-8	2	-1	-0.5	3
CN(CC(=O)Nc1cccc2ccccc12)C(=O)/C=C/c1cccs1	5	2	8	-5	-2	11	0	0	-0.2	8
COc1ccc(N(CC(=O)NCc2ccc(Cl)cc2)S(=O)(=O)c2c(C)n[nH]c2C)cc1	-6	-5	1	-2	2	3	0	5	-0.5	10
CC(C)C(O)(CC#CCN1CCCC1)c1ccccc1 (stereo not given)	-6	3	4	-8	-1	0	-6	3	-1.3	0
CCN(CC)c1ccc(NC(=O)C2CCCC2)cc1	9	18	-5	-2	-1	4	0	-3	-5.4	-6
COC1OC(CO)C(N=C(C)C)C1O (stereo not given)	0	-1	-3	3	1	4	1	4	3.8	-3
O=C(OCc1cn(Cc2ccccc2F)nn1)N1CCOCC1	-12	·	·	-4	7	-2	4	-3	·	-12
O=C(Cn1nnc(-c2cc(C(F)(F)F)cc(C(F)(F)F)c2)n1)NNC(=S)Nc1ccc(Cl)cc1	1	0	-6	-4	3	0	10	4	-1.0	-1
NNC(=O)CS(=O)(=O)CS(=O)(=O)CC(=O)NN	-11	-3	4	7	-4	2	0	3	1.4	2
C[C@@H]1[C@@H](c2ccccc2)c2cc3ccccc3nc2C(=O)C[C@@H]1C(=O)N1CCCC1	6	·	·	0	-3	-4	0	-2	·	6
c1ccc2cc(CN3CCOCC3)ccc2c1	2	0	3	-2	-1	4	1	-1	0.2	6
O=C(COC(=O)COc1ccccc1F)NC1CC1	1	1	4	5	-2	-2	2	-1	-0.3	-6
CN(C)CCCNc1nc2cc(-c3ccsc3)sc2c(=O)n1C	-2	·	-2	6	-3	0	-4	-3	-1.7	7
O=C1Nc2ccc(F)cc2C12OCCO2	-3	7	-1	7	1	-2	2	-3	0.3	10
COc1ccc(CNC(=O)CN(c2cccc(OC)c2)S(C)(=O)=O)cc1	3	4	2	0	-1	6	-2	7	2.0	6
COc1ccc(C2CC(c3ccccc3)=NN2C(=O)COC(=O)CNC(=O)c2ccccc2)cc1 (stereo not given)	-7	-4	5	1	2	-3	-1	-2	-2.0	-5
CCSc1nnc(NC(=O)COc2ccccc2)s1	-3	-1	3	0	3	-2	2	1	-2.3	6
Cc1ccc(S(=O)(=O)NN2C(=O)/C(=C/c3ccccn3)SC2=S)cc1	3	0	1	2	2	0	2	-1	-1.8	-4

# Compound activity deposited in PubChem by The Scripps Research Institute Molecular Screening Center.

# An unsorted share of the library; any-hit rate near 4.2%.
